Screening data (PubChem BioAssay)
Statin myotox sup: suppression of simvastatin myotoxicity; rescue of ATP level, % at 7.49 µM; C2C12 myotubes + simvastatin, ATP luminescence, 48 h; scaled: DMSO 0, geranylgeraniol control 100; 330,000 tested, 0.78% active;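 active = mean ATP rescue above about 67%, or every replicate alone reaching that limit, limit read from the data, passing the limit was not always enough; inconclusive = no clear call, values can overlap the other calls; inactive = mean under the limit and some replicate under it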;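 also: myotubes were challenged with 10 µM simvastatin during compound exposure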
PglD inh: inhibitors of Campylobacter jejuni PglD acetyltransferase. purified PglD enzyme, DTNB colorimetric CoA detection. inhibition, % at 12.5 µM. 360,000 tested, 0.098% active. AID 602405; in the data active = inhibition above about 16%, passing the limit was not always enough; inconclusive = no clear call, values can overlap the other calls; also: strong numbers were not always called active
DENV2 CPE rescue: inhibitors of DENV2 cytopathic effect; 350,000 tested, 1.7% active; AID 651640; DENV2-infected cells, cytopathic effect rescue, plate reader; CPE inhibition, % at 9.99 µM; in the data active = CPE inhibition above about 20%, passing the limit was not always enough; inconclusive = no clear call, values can overlap the other calls; tested in BHK-21 cells;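 also: 0% = median of neutral control wells and 100% = median of positive control wells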
SIRT5 block: sirtuin-5 (human) deacylase inhibition. Purified SirT5, succinyl-peptide AMC, trypsin-coupled fluorescence. inhibition, % at 15 µM. 330,000 tested, 1.1% active. AID 652115; in the data active = inhibition above about 15%; inconclusive = no clear call, values can overlap the other calls
Target sequence (Q9NXA8 whole entry, looked up): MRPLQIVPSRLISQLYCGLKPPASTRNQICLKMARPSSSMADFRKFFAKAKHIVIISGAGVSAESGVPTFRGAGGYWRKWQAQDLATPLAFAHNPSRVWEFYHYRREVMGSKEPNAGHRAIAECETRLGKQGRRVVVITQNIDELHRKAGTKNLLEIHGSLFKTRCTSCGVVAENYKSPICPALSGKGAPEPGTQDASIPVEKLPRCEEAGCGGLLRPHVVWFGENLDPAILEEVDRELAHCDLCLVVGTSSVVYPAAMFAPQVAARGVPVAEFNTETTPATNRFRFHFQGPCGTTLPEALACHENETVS
E-selectin induc: E-selectin induction on HUVECs. HUVEC E-selectin immunofluorescence imaging; normalized: neutral wells 0, TNF-alpha wells 100. activation, % at 7.58 µM. 260,000 tested, 0.37% active. AID 686992;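 active = mean E-selectin-positive cell signal at least 10% of the positive control, reached in at least 60% of replicates, without over 20% cell loss; inconclusive = no rule given, readout overlaps actives, possibly toxicity-flagged; inactive = the rest, including those meeting only one limit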;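 also: in these data hits start at about 27%; measured in HUVEC primary endothelial cells; signal is the percent of cells scored E-selectin positive by PE staining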
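Test system: HUVEC; input: 3,000 HUVEC/well; measured by: immunofluorescence imaging; read-out: % PE-positive cells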
S100A4 MyoIIA: blocks human S100A4 binding to myosin IIA peptide; P26447; inhibition, % at 10.7 µM; AID 652163; 360,000 tested, 0.14% active; S100A4/TAMRA-MyoIIA peptide fluorescence polarization;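 active = mean inhibition of at least 70% across replicates, with every replicate also reaching that level; inconclusive = mean inhibition reaches 70% but some replicates fall short; inactive = mean inhibition below 70%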
Target sequence (P26447 whole entry, looked up): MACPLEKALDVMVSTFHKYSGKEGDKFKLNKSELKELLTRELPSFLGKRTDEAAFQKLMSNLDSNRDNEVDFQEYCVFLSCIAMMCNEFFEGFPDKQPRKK
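Material: S100A4 monomer protein | Medium: HEPES pH 7.2 with CaCl2, KCl, NaCl, DTT, Triton | Reagent: Labelled myosin peptide probe, 5 nM | Doses: One dose per compound | Times: 5 min incubation before reading | Benchmarks: Neutral control DMSO, positive control TFP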
ERp5 inh: ERp5 (human) disulfide isomerase inhibition | ERp5 insulin aggregation, absorbance 650 nm, 90 min | Q15084 | inhibition, % at 9.99 µM | 350,000 tested, 0.05% active | AID 651711;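 active = mean replicate inhibition above about 25%, with every replicate also reaching it, limit read from the data, passing the limit was not always enough; inconclusive = only one of those two criteria met; inactive = neither criterion met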
Target sequence (Q15084 whole entry, looked up): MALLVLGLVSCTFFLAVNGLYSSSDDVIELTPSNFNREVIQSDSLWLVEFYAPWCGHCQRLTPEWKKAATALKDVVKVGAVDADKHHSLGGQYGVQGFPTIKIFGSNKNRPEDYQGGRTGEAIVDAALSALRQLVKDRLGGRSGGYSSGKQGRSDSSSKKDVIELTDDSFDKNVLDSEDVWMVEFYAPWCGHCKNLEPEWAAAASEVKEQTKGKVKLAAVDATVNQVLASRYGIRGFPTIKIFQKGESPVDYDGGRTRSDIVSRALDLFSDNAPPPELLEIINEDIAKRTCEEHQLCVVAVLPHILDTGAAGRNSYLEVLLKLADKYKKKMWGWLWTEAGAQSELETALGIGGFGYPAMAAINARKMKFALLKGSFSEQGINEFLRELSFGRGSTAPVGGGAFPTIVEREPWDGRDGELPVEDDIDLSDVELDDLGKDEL
Active calls of the source: *; ? = inconclusive; / = no result given; & = joins results of further samples. This is a subset (hit frequency here may not be typical).

No. | smiles | Statin myotox sup | PglD inh | DENV2 CPE rescue | SIRT5 block | E-selectin induc | S100A4 MyoIIA | ERp5 inh
1 | Cc1ccccc1S(=O)(=O)NCC[C@H]1CC[C@H](NC(=O)Nc2cccc(F)c2)[C@H](CO)O1 | -6.1 | -2.4 | -5.3 | -6.5 | 0.0 | -8.0 | -5.9
2 | Cc1ccnc(NC(=O)CN2C(=O)c3ccccc3C2=O)c1 | 2.5 | / | 2.3 | / | / | -0.2 | -1.6
3 | CC(C)C(=O)N1CCN(c2ccccc2NC(=S)NC(=O)Cc2ccccc2)CC1 | -12.0 | -3.5 | -2.7 | -0.3 | 0.7 | -2.8 | -17.7
4 | CCc1ccc(NC(=O)CSc2nnc(C3CC3)n2CC2CCCO2)cc1 (centres undefined) | -8.4 | 7.5 | 3.8 | -4.1 | / | -7.6 | 4.5
5 | CC(c1ccco1)N(C(=O)c1cccc(S(=O)(=O)N(C)C)c1)c1ccccn1 (centres undefined) | 8.0 | -1.6 | -2.1 | -1.8 | 0.2 | -2.1 | -1.6
6 | CCOP(=O)(OCC)C(Nc1cccc([N+](=O)[O-])c1)c1ccc(OC)cc1 (centres undefined) | / | -6.3 | -0.7 | -2.7 | 3.5 | -10.6 | 8.5
7 | O=c1cc(C23CC4CC(CC(C4)C2)C3)[nH][nH]1 | 1.3 | -1.0 | -6.9 | -3.7 | / | -6.1 | -5.9
8 | O=C(N/N=C/c1coc2ccc(Cl)cc2c1=O)c1cc(O)cc(O)c1 | 2.4 | -1.6 | 12.6 | 1.3 | -1.5 | -18.4 | 1.6
9 | CCCCn1c(SCc2cccc([N+](=O)[O-])c2)nc2ccsc2c1=O | / | / | -3.5 | / | / | -3.9 | 3.4
10 | CSc1ccccc1C(=O)OCC(=O)NC1CCCCCCC1 | -2.7 | / | -0.8 | 3.5 | -0.2 | -2.2 | 2.0
11 | Cc1cccc(CCNC(=O)c2oc3c(C)c(C)ccc3c2C)n1 | -15.6 | 4.8 | 0.3 | -1.9 | 0.1 | -3.1 | -1.4
12 | NC(=O)CNC(=O)[C@@H]1CC2(CC(c3cccc([N+](=O)[O-])c3)=NO2)CN1C(=O)c1ccccc1 (some centres undefined) | 3.1 | 3.8 | 9.5 | -0.5 | -0.3 | -3.4 | 2.1
13 | CC(=O)c1ccccc1NC(=O)CCCNC(=O)c1ccc(Cl)cc1 | -8.4 | -0.8 | -1.3 | 1.0 | 0.0 | -5.6 | 1.3
14 | Cc1c(C(=O)O)sc2nc(CSc3ncc(C(F)(F)F)cc3Cl)[nH]c(=O)c12 | -0.6 | / | 4.5 | 7.4 | / | -14.6 | 8.2
15 | O=C(O)CCn1cc(C2CC(c3ccccc3)=NN2c2ccccc2)c(-c2ccccc2)n1 (centres undefined) | 15.3 | 0.3 | 1.0 | -0.4 | -0.4 | 0.1 | -0.8
16 | CSc1nnc(SCC(=O)NC(=O)c2ccccc2)s1 | -1.4 | -2.1 | 4.4 | 0.3 | 0.0 | 1.0 | -0.8
17 | N#Cc1ccc(NC(=O)c2cc(-c3cccs3)on2)cc1 | 4.8 | 1.8 | ? | -5.4 | 0.0 | -5.1 | 0.7
18 | COc1ccc(S(=O)(=O)N2CCOC23CCN(C(=O)c2ccc(Cl)cc2Cl)CC3)cc1 | -6.3 | -0.7 | 6.2 | -1.6 | / | 2.1 | 2.6
19 | CCOc1ccc(-n2c(SCC(=O)NCc3ccco3)nnc2-c2c[nH]c3ccccc23)cc1 | 43.3 | -5.5 | -14.7 | 1.4 | / | 2.8 | -4.5
20 | CN(CCc1ccccn1)C(=O)Nc1cc(Cl)cc(Cl)c1 | 2.2 | 6.3 | 0.2 | 2.8 | 0.1 | -2.0 | 3.3
21 | O=C(Cc1ccc(Br)cc1)N1CCN(C(=O)c2ccccc2)CC1 | 4.9 | / | 14.1 | -1.7 | / | -16.1 | 9.2
22 | CCOC(=O)C1=CCN(S(=O)(=O)c2ccccc2Br)C1c1ccc(Cl)c(Cl)c1 (centres undefined) | -2.1 | 4.0 | 10.7 | 25.0* | -0.1 | -0.1 | 2.1
23 | CCC1=NN(C(=O)Cc2ccc([N+](=O)[O-])cc2)C(O)(C(C)(C)C)C1 (centres undefined) | / | / | 6.4 | -3.3 | / | -1.1 | 3.2
24 | CN(c1ccccc1)S(=O)(=O)c1cccc(NC(=O)CSc2nnc(C3CC3)n2C)c1 | 6.9 | 0.0 | -3.3 | -2.2 | 8.4 | -0.4 | -0.8
25 | O=C(Nc1cccc(Cl)c1)N[C@@H]1CC[C@H](CCNC(=O)C2CCCCC2)O[C@@H]1CO | -1.1 | 1.4 | 4.7 | 2.4 | 1.2 | -4.3 | 3.0
26 | CCCCCCCNC(=O)C1(CC2CC(c3cccc(Br)c3)=NO2)CCN(C(=O)c2ccccc2)CC1 (centres undefined) | 19.8 | -0.5 | -3.2 | / | 0.1 | 12.7 | 3.9
27 | COc1ccc(/C=C/C(=O)Nc2ccc(C(N)=O)cc2)cc1OC | / | -6.8 | -7.8 | -0.7 | -0.3 | 0.5 | -3.3
28 | Cc1ccc(C(=O)COC(=O)c2ccccc2NC(=O)c2ccccc2)cc1[N+](=O)[O-] | / | 2.3 | / | -2.1 | -2.2 | -5.2 | -3.7
29 | CC(=O)n1nc(-c2ccccc2)nc1NCc1cccs1 | / | 2.2 | / | -0.8 | / | -0.6 | 5.2
30 | COc1ccc(CCNC(=O)CSc2n[nH]c(N)n2)cc1OC | -3.4 | -2.8 | -3.0 | -6.8 | / | -11.2 | 2.5
31 | C[C@@H]1CN([C@H](C)CO)C(=O)c2cc(NC(=O)c3ccncc3)ccc2O[C@@H](C)CCCCO[C@H]1CN(C)S(=O)(=O)c1ccc(F)cc1 | / | / | -0.8 | / | / | -10.4 | 1.3
32 | CC(=O)C1=C(O)C(=O)N(CCCn2ccnc2)C1c1ccc(Cl)cc1 (centres undefined) | / | / | 7.7 | -0.3 | / | 1.7 | -1.6
33 | O=C(NCC(F)(F)F)[C@@H]1[C@@H](CO)[C@@H]2Cn3c(cccc3=O)[C@H]1N2C(=O)C1CCC1 | -5.4 | 0.5 | -0.3 | 1.7 | 0.1 | 10.0 | -5.8
34 | CC(NC(=O)c1ccccc1)C(=O)OCC(=O)N1c2ccccc2Sc2ccccc21 (centres undefined) | / | 0.8 | 8.9 | -0.8 | 1.3 | -13.6 | 3.8
35 | COc1cccc(/C=C(\C#N)c2nc3ccc(C)cc3[nH]2)c1OCC(=O)O | -4.9 | -5.3 | 7.1 | 3.3 | / | -9.0 | -0.4
36 | CN(C(=O)C1CCC(=O)N(C2CC2)C1)C1CCCCC1 (centres undefined) | -2.5 | 6.5 | -3.2 | 4.3 | / | 6.3 | 0.0
37 | COc1ccccc1Oc1ccc(S(=O)(=O)N2CCCC2)cc1 | 25.3 | / | 3.1 | -3.2 | / | 3.5 | 0.6
38 | CC(Sc1nnc2ccccn12)C(=O)Nc1ccc2c(c1)OCO2 (centres undefined) | -5.8 | 5.4 | -1.9 | -4.2 | / | -10.4 | 7.2
39 | CCOc1cc(/C=N/Nc2ccccc2Cl)ccc1OCC(=O)O | / | 2.3 | -3.3 | 2.0 | / | 2.1 | -1.5
40 | COc1cc(OC)cc(C2=Cc3ccc(OC)cc3C(CC(C)=O)N2c2ccc(-c3cccs3)cc2)c1 (centres undefined) | / | / | 3.4 | 2.1 | 0.0 | 41.3 | -3.7
41 | C[C@@H]1CN([C@@H](C)CO)C(=O)CCCn2nncc2CO[C@@H]1CN(C)Cc1ccc(C(F)(F)F)cc1 | 1.6 | -1.5 | -4.6 | -1.4 | 0.2 | 7.1 | -0.5
42 | C[C@H]1CN([C@@H](C)CO)C(=O)c2cc(-c3ccccc3F)cnc2O[C@@H]1CN(C)C(=O)C1CCCCC1 | 4.6 | -2.3 | 21.0 | 1.6 | 0.4 | 0.3 | 5.6
43 | O=C(/C=C/c1ccc(Cl)cc1)NC1CC2CCC1C2 (centres undefined) | 1.4 | -4.0 | -0.5 | -1.7 | 34.7* | 2.8 | -1.6
44 | COc1ccc(C(C)(C)C)cc1NC(=O)COC(=O)C(C)C | / | / | -7.2 | / | 4.2 | 1.2 | -1.5
45 | CCCCCc1cc(=O)c2ccccc2o1 | -5.6 | 4.1 | 6.3 | / | -0.3 | -1.1 | -3.5
46 | CCOC(=O)C(N)CSC1CC(=O)N(c2ccc(OC)cc2)C1=O (centres undefined) | 2.0 | 1.9 | 2.5 | -3.9 | / | -2.3 | -1.1
47 | CCOc1ccc(CCNC(=O)Nc2cccc(OC)c2)cc1OCC | 4.2 | 6.3 | -1.0 | -1.6 | -0.3 | -4.2 | -1.7
48 | COC(=O)c1c(NC(=O)COC(=O)c2ccc(C)s2)sc2c1CCCCC2 | / | -12.1 | -7.0 | 2.7 | 0.0 | -2.5 | 3.6
49 | C[C@H]1CN([C@@H](C)CO)C(=O)CCCn2nncc2CO[C@@H]1CN(C)C(=O)Nc1ccc2c(c1)OCO2 | 1.7&-17.9 | -4.4&4.3 | 14.4&-13.5 | 5.5&2.4 | -0.4&0.1 | 0.8&6.0 | 6.3&1.5
50 | CC(=O)Nc1ccc(S(=O)(=O)NCc2ccc(C(=O)NC(C)c3ccccc3)cc2)cc1 (centres undefined) | -10.8 | -2.1 | -4.4 | 0.3 | / | 4.6 | 1.1
51 | CCOC(=O)N1CCC(NC(=O)C2=CCN(S(=O)(=O)c3ccc(OC)cc3)CC2)CC1 | -3.4 | / | -2.5 | 12.2 | -0.5 | -0.7 | 7.8
52 | O=C(COc1ccc(Cl)cc1Cl)NCC1(N2CCOCC2)CCCCC1 | -7.6 | -6.3 | 3.6 | -2.0 | -0.3 | 5.2 | -21.1
53 | CC(C)(C)c1ccc(Oc2ccc(NC(=O)CCCC(=O)O)cn2)cc1 | / | 1.1 | 1.7 | -5.3 | -0.2 | -11.6 | 2.3
54 | C#CCN(C[C@H]1[C@H](OC(=O)Nc2c(C)noc2C)[C@H](OC(=O)Nc2c(C)noc2C)C[C@H]2C(=O)N(c3ccccc3)C(=O)[C@@H]12)S(=O)(=O)c1ccc(C)cc1 | 7.3 | 7.8 | -4.4 | 11.7 | -0.3 | 0.7 | -8.4
55 | COc1ccccc1OCC(=O)NCC1CCCN(C(=O)c2cccc(C)c2)C1 (centres undefined) | 7.7 | -1.3 | 9.7 | / | 0.1 | 0.1 | 4.4
56 | c1ccc(Cc2ccc(OCCn3ccnc3)cc2)cc1 | -7.4 | -4.4 | -7.1 | 2.1 | 0.0 | -5.8 | 1.9
57 | C[C@H](CO)N1C[C@H](C)[C@@H](CN(C)C)OCCCC[C@H](C)Oc2ccc(NC(=O)CCCN(C)C)cc2C1=O | -7.6 | 2.4 | -0.1 | -4.1 | / | 8.5 | 3.1
58 | CC(=O)Nc1ccc(S(=O)(=O)N2CCC(C(N)=O)(N3CCCCC3)CC2)cc1 | -0.8 | 0.3 | ? | -2.5 | / | -2.7 | 5.0
59 | O=C(Nc1ccncc1)Nc1cccc(F)c1 | -9.6 | -0.2 | -3.7 | -2.1 | -0.1 | 0.3 | 8.3

Random excerpt: 3 compounds from above
No. | smiles | Statin myotox sup | PglD inh | DENV2 CPE rescue | SIRT5 block | E-selectin induc | S100A4 MyoIIA | ERp5 inh
27 | COc1ccc(/C=C/C(=O)Nc2ccc(C(N)=O)cc2)cc1OC | / | -6.8 | -7.8 | -0.7 | -0.3 | 0.5 | -3.3
44 | COc1ccc(C(C)(C)C)cc1NC(=O)COC(=O)C(C)C | / | / | -7.2 | / | 4.2 | 1.2 | -1.5
15 | O=C(O)CCn1cc(C2CC(c3ccccc3)=NN2c2ccccc2)c(-c2ccccc2)n1 (centres undefined) | 15.3 | 0.3 | 1.0 | -0.4 | -0.4 | 0.1 | -0.8
